# RXFP1 ag = agonists of human relaxin receptor RXFP1; 0.3% of 370,000 active; Potency, µM (highest dose often 57.5 µM), without a hit: top-dose activation, hits mostly activators; HEK293T-RXFP1 cAMP TR-FRET, 30 min; response scale: percent of porcine relaxin response, buffer zero; AID 2676; Q9HBX9; further: potency means the concentration at half of the fitted maximal effect; on the % scale 0 is the no-effect control and ±100 the full control effect; nearly all actives have a fitted effect of over 60% in size; many of its hits are not listed in these tables
#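 HEK293 cells stably expressing RXFP1, treated 30 min at 37C with compounds plus PDE4 inhibitor Ro 20174; cAMP measured by HTRF TR-FRET. Normalized to buffer and 29 nM porcine relaxin; EC50 by Hill fit.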
# Glioma ERSR ind = inducers of ER stress response in human glioma cells. AID 602332. 0.02% of 420,000 active. Potency, µM, inactives show at the highest dose activation, most hits filed as activators. U87-MG GRP78 promoter luciferase reporter, 16 h; further: potency means the concentration at half of the fitted maximal effect; series mostly up to about 76 µM; % of control where 0% means no effect; nearly all actives have a fitted effect of over 35% in size
#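 ERSR induction read as luciferase luminescence (Bright-Glo, 10 min at room temperature) in stably transfected human U87-MG glioma cells exposed to compounds for 16 h, using GRP78 as sensor.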
# Vif-APOBEC3F blk = blocks the Vif interaction with APOBEC3F | 0.2% of 390,000 active | HeLa A3F-eYFP + Vif (tagged APOBEC3F with the HIV-1 protein that degrades it), YFP fluorescence increase | AID 602313 | Potency, µM (titrated, usually from 46.1 µM), inactives show top-dose activity, negative = active; further: potency means the concentration at half of the fitted maximal effect; % of control where 0% means no effect; nearly all actives have a fitted effect of over 65% in size
#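 HeLa cells stably expressing A3F-eYFP plus Vif, plated and incubated overnight at 37 deg C, then exposed to compounds overnight at 37 deg C. Blocked degradation read as raised yellow fluorescence (Ex 488/Em 500-530).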
# Vif-APOBEC3G blk = Vif-A3G binding inhibition; Potency, µM (doses to about 46.1 µM), for the others: top-dose activity, negative = active, actives largely listed as inhibitors; 0.076% of 410,000 active; HeLa A3G-eYFP + Vif (tagged APOBEC3G with the HIV-1 protein that degrades it), YFP fluorescence, overnight; Q9HC16;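 further: potency means the concentration at half of the fitted maximal effect; on the % scale 0 is the no-effect control and ±100 the full control effect; nearly all actives have a fitted effect of over 60% in size; hits raise eYFP signal because A3G escapes Vif-driven loss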
#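 Read-out is eYFP fluorescence (Ex 488/Em 500-530) from Vif-expressing HeLa A3G-eYFP cells; more signal means A3G escaped Vif-mediated degradation. Cells plated overnight, compound pinned in, incubated overnight at 37 deg C.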
# PI4K2A inh = inhibitors of human PI4K2A; Q9BTU6; purified PI4K2A, ADP-Glo luminescence, 1 h; stronger effect = lower value; activity change, negative = inhibition, % at 76.9 µM; 0.13% of 420,000 active; AID 1346378; in the data active means activity change below about -50%; inconclusive means mostly about -30% to -49%;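 further: -100% = wells without enzyme as full effect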
# Target sequence (Q9BTU6 whole entry, looked up): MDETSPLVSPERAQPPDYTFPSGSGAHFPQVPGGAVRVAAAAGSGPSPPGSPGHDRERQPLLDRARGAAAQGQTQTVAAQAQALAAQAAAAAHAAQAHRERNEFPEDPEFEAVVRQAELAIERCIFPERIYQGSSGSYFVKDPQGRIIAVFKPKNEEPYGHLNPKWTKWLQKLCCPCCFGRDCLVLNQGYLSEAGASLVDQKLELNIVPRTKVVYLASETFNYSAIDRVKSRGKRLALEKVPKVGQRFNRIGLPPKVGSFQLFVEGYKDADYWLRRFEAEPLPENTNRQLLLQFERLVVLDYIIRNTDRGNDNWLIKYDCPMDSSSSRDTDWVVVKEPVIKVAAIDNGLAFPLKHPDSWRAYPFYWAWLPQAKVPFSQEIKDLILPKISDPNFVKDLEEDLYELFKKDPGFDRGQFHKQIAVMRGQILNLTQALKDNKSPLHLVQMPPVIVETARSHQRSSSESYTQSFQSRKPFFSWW
#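 In this quantitative HTS, ADP production by PI4K2A was quantified luminescently after 1 h at ambient temperature; 100 microM adenosine served as plate-quality control.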
# TrxR1 substrate = is turned over as a substrate by rat TrxR1. purified TrxR1 substrate turnover, NADPH consumption readout. Potency, µM (series often up to 114 µM), inactives show at the highest dose activity change, negative = substrate turnover. 0.01% of 390,000 active; further: potency means the concentration at half of the fitted maximal effect; on the % scale 0 is the no-effect control and ±100 the full control effect; nearly all actives have a fitted effect of over 50% in size
# Target sequence (O89049 whole entry, looked up): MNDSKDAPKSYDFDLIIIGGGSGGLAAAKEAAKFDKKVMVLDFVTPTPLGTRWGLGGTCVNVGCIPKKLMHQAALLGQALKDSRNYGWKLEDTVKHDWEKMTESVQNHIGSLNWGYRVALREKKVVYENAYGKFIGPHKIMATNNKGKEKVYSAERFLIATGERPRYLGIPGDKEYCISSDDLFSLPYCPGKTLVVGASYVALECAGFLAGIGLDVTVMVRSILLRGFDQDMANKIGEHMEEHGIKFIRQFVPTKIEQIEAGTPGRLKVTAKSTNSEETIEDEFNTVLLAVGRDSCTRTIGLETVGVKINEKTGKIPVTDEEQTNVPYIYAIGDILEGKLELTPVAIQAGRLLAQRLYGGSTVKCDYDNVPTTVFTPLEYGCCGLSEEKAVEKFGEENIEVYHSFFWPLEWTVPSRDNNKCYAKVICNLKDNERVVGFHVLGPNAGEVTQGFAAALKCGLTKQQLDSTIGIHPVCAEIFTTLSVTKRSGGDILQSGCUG
#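 Rat TrxR1, dispensed at 90 nM, was prereduced with 400 uM NADPH (final) for 5 min at ~22 deg C, then incubated with compound 15 min before 400 uM selenite. A first-read NADPH fluorescence drop versus no-compound background flagged substrates.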
# mIDH1 inhibitor = inhibitors of human mutant IDH1 R132H; 0.093% of 390,000 active; Potency, µM (highest dose often 76.6 µM), inactives show top-dose activity change, negative = inhibition, actives largely listed as inhibitors; IDH1-R132H enzyme, NADPH consumption, diaphorase/resazurin fluorescence; further: potency means the concentration at half of the fitted maximal effect; on the % scale 0 is the no-effect control and ±100 the full control effect; nearly all actives have a fitted effect of over 65% in size
#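 IDH1-R132H (0.5 ug/mL dispensed) in pH 7.5 Tris buffer was preincubated 30 min with compound, then given a substrate mix of 0.016 mM NADPH and 2 mM alpha-KG for 80 min at room temperature; remaining NADPH was read by diaphorase/resazurin fluorescence.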
# USP1 inh = USP1/UAF1 (human) deubiquitinase inhibition. recombinant USP1/UAF1, Ub-Rhodamine cleavage fluorescence. Potency, µM (doses to about 57.1 µM), for the others: top-dose activity change, negative = inhibition, most hits filed as inhibitors. 0.23% of 390,000 active. AID 743255; further: potency means the concentration at half of the fitted maximal effect; on the % scale 0 is the no-effect control and ±100 the full control effect; nearly all actives have a fitted effect of over 60% in size; inactives centre near -12
#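 In this screen, compounds sit with the deubiquitinase complex (1nM) for 15 min at room temperature before Ub-Rho is added at 150nM final. Fluorescence rise is then followed for 6 reads every 60 seconds.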
# LDHA inh = blocks human lactate dehydrogenase A. activity change, % (values are at about 110 or 230 µM). P00338. AID 1347041. purified LDHA, NADH/diaphorase-resazurin fluorescence; stronger effect = lower value. 0.15% of 480,000 active; in the data active means activity change below about -30%; inconclusive means mostly about -25% to -30%;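 further: plate controls were DMSO wells for no effect and wells without enzyme for full effect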
#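 Resorufin fluorescence (ex540/em590), read at 0 and 20 min after diaphorase/resazurin addition, reports the NADH left after a 5 min room-temperature reaction of 2 nM human LDH5 with 0.06 mM NADH and 0.2 mM pyruvate.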
# * = called active by the depositor; ? = inconclusive; nt = no result given; & = joins results of further samples; [ ] = dose if it differs, or a comment. Unless noted, the call rests on the fitted dose curve; in most records, active means well fitted curve in the direction sought with a large enough effect; inconclusive means small, poorly fitted or top-dose-only effect, or another doubt; inactive means no such curve, though single readings can be large; an effect the other way counts as inactive or inconclusive. An excerpt; the hit share may differ from the screen's.
SMILES,RXFP1 ag,Glioma ERSR ind,Vif-APOBEC3F blk,Vif-APOBEC3G blk,PI4K2A inh,TrxR1 substrate,mIDH1 inhibitor,USP1 inh,LDHA inh
O=C(NCc1ccco1)C(Cc1ccccc1)N1C(=O)c2ccccc2C1=O (configuration not stated),-0.9%,-2.9%,2.9%,0.7%,-20.3,-8.4%[57.1 µM],6.5%,-12.4%,0.2
CSCCC1NC2(C(=O)Nc3c2ccc(Cl)c3C)[C@@H]2C(=O)N(C3CCCC3)C(=O)[C@H]12 (some centres not stated),-0.7%,-1.8%,-0.9%,0.9%,0.8,-4.0%[57.1 µM],7.3%,-3.8%,-6.6
CC(=O)Nc1ccc2nc(SCCOc3cc(C)cc(C)c3)sc2c1,3.6%,-1.8%,-3.8%,-3.3%,-1.3,-8.2%,3.7%,2.9%,-1.3
CCCCNC(=O)COC(=O)CCC(=O)c1ccc(F)cc1,1.1%,-4.2%,-10.7%,-2.6%,-8.0,3.9%[11.4 µM],-3.4%,-19.6%,-1.7
Cc1ccc(-c2cnc(C(O)c3ccc(Cl)c(F)c3)[nH]2)cc1 (configuration not stated),nt,1.4%,nt,-1.5%,5.9,nt,nt,nt,-7.6
NNc1ccc(Cl)c(C(=O)O)c1,3.5%,5.0%,-11.3%,0.8%,1.3,-1.3%,-0.7%,-16.8%,-0.2
CC(C)CC(=O)N1CC(=O)Nc2ccc(F)cc2C1c1ccccc1 (configuration not stated),0.6%&0.1%,-5.4%&-1.6%,-7.0%&-3.7%,-1.2%&-1.8%,-3.8&1.3,1.7%&-7.6%,11.3%&19.7%,-3.9%&-10.4%,-5.1&-0.5
Cc1cnc2c(c1SCC(=O)NCc1ccccc1Cl)c(=O)n(C)c(=O)n2C,-1.6%,-1.1%,3.3%,0.5%,-3.3,-3.5%[57.1 µM],6.8%,-14.1%,1.9
COC(=O)[C@H](CCSC)NC(=O)Nc1ccc(S(N)(=O)=O)cc1,0.6%,0.0%,2.4%,-0.5%,-4.7,-0.8%,-18.2%,-5.0%,-6.1
O=C(Nc1cccc(F)c1)c1ccc(Br)o1,-0.7%,0.7%&4.4%,2.7%,1.5%,-3.6,6.8%[57.1 µM],1.9%,-23.7%,-1.4
CCOC(=O)COc1ccc(C(=O)Nc2cccc(Cl)c2C)cc1,0.5%,-12.5%,0.2%,-3.1%,1.9,5.5%[57.1 µM],1.4%,-2.4%,-4.2
COc1ccccc1N1CCN(C(=O)c2ccc(NC3=NC4CS(=O)(=O)CC4S3)cc2)CC1 (configuration not stated),2.5%,1.0%,-12.8%,6.4%,-9.8,5.8%[57.1 µM],2.9%,0.3%,-0.2
CCOC(=O)N(C)c1c(CC)nc2c(OCc3ccc(Cl)cc3)cccn12,nt,-1.5%,nt,0.8%,-2.8,nt,nt,nt,3.3
Cc1c(C(=O)N2CCN(Cc3ccc4c(c3)OCO4)CC2)cccc1[N+](=O)[O-],-1.6%,-2.6%,-2.8%,-1.7%,-4.8,4.1%,-0.6%,-16.4%,-8.3
O=C(O)C1Cc2ccccc2-c2ccccc2C1,4.3%,-2.6%,-5.0%,2.5%,-2.7,2.0%,2.0%,-18.9%,0.2
O=C(CCCn1c(=O)[nH]c2ccccc2c1=O)Nc1ccc(F)cc1,3.1%,-4.6%,-5.7%,-0.3%,2.3,5.3%[57.1 µM],2.9%,-14.8%,-2.2
COc1cc2c(cc1/C=C1/NC(=O)N(CC(=O)Nc3ccccc3)C1=O)OCO2,-0.2%,-1.8%,-2.6%,-6.0%,-1.7,-5.7%,-7.5%,-10.5%,2.7
COc1ccc(Cl)cc1NC(=O)CN(C)C(=O)CN1C(=O)NC(C)(c2ccc3ccccc3c2)C1=O (configuration not stated),nt,1.4%,-1.2%,1.8%,1.5,-9.9%,-11.1%,-12.6%,-2.5
CC1CN(C(=O)N2CCC(C(=O)NCCCc3ccccc3)CC2)c2ccccc2O1 (configuration not stated),0.7%,-1.7%,4.3%,2.3%,-1.4,2.9%[11.4 µM],-7.9%,-21.5%,-0.7
CCOc1ccc(N(CC(=O)NCCOc2ccc(C)cc2)S(=O)(=O)c2ccccc2)cc1,-4.1%,-4.7%,7.5%,0.9%,-0.7,-4.8%[57.1 µM],-1.4%,-23.7%,-6.0
CC1CCCN(C(=O)c2cccc(S(=O)(=O)Nc3cc(C(F)(F)F)ccc3Cl)c2)C1 (configuration not stated),-0.1%,-4.9%,-2.3%,-4.9%,-0.7,-4.3%,3.2%,-15.4%,6.5&-4.2
CCOc1ccc(C(=O)Nc2ccc3oc(-c4cccc5ccccc45)nc3c2)cc1,?,-2.3%,-7.3%,0.0%,-7.4,152.3%[activator],0.0%,-4.4%,-11.8
O=C(Nc1cccc(C(F)(F)F)c1)n1cc(-c2ccccn2)c(N2CCOCC2)n1,4.0%,-2.3%,-13.6%,0.1%,-5.2,4.8%[57.1 µM],-4.9%,-10.6%,-8.6
O=C(NNC(=O)c1ccccc1OCc1ccccc1Cl)c1csc(N2CCOCC2)n1,1.7%,-0.6%,-0.9%,-1.4%,-3.0,5.0%,0.0%,-29.4%,-0.6
c1ccc(OCCOCCSc2ncccn2)cc1,2.0%,2.6%,-0.3%,0.0%,-6.5,3.8%,2.6%,-20.9%,-7.1
COc1ccc(CN(C)C(=O)c2ccccc2OCc2c(C)noc2C)c(OC)c1,2.3%,-1.5%,-6.9%,-7.2%,10.5,0.8%,-12.3%,-15.2%,-2.9
CC(C)Cc1csc(NC(=O)c2ccc(Cl)cc2)c1C(=O)O,1.6%,3.5%,-8.6%,6.9%,1.9,-9.5%,17.6%,-10.0%,-7.7
Cc1c(C(=O)NCc2ccc(Cl)cc2)oc2ccc3c(c12)C(=O)CC(C)(C)O3,1.3%,nt,nt,nt,6.1,-1.3%,nt,-27.8%,-7.4
O=C(Nc1nnc([C@@H]2C[C@H](O)[C@@H](CO)O2)s1)c1c(F)cccc1F,nt,-1.9%,nt,-2.0%,3.0,nt,nt,nt,-5.4
CC(=O)c1ccc(OCc2nnn(CC(=O)NS(=O)(=O)c3ccc(C)cc3)c2-c2ccccc2)cc1,nt,0.8%,nt,0.4%,-10.0,nt,nt,nt,-5.8
COc1ccc2c(CC(=O)Nc3ccccc3OC)coc2c1,-1.5%,6.2%,-0.9%,1.1%,-2.6,-2.3%,0.5%,-19.2%,1.9
COc1ccc(CNC(=O)C2CCCN2S(=O)(=O)c2ccc(S(=O)(=O)N(C)C)cc2)cc1 (configuration not stated),-0.8%,-3.8%,nt,-1.7%,-0.2,-6.2%,-1.7%,-16.5%,-1.0
CCOc1ccc(-c2ccc(NS(=O)(=O)c3ccc([N+](=O)[O-])cc3)cc2)nn1,1.3%,-3.3%,0.6%,2.6%,-3.5,-4.5%,5.3%,-26.5%,0.9
CC(=O)Nc1ccc(S(=O)(=O)NCCC(=O)OCc2ccc([N+](=O)[O-])cc2)cc1,-0.5%,-0.6%,-2.0%,0.3%,0.5,9.8%,5.2%,-17.3%,0.5
Nc1[nH]c(N=NC(=O)c2ccccc2)c2ccccc12,1.9%,2.0%,5.7%,1.0%,-3.3,-9.1%,-0.1%,-9.3%,-7.6
Cc1ccccc1NC(=S)NNC(=O)c1csc2c1CCC(C)C2 (configuration not stated),0.4%,0.7%,-11.4%,1.6%,-4.8,-1.6%,10.0%,-1.6%,-5.7
CCOc1ccc(CNCCCSc2ncccn2)cc1OC,1.3%,-0.7%,-2.9%,-0.5%,-8.3,0.2%,-6.3%,-22.0%,0.0
CC(=O)c1ccc(OC(=O)c2ccc(Br)o2)cc1,0.3%,-6.3%,-9.3%,-1.6%,13.9,-4.9%,-4.9%,-6.1%,-1.1
COc1cc(NC(=O)c2ccc(-c3ccnn3C)c3ccoc23)cc(OC)c1OC,nt,0.8%,nt,-6.5%,4.5,nt,nt,nt,-7.5
Cc1ccc(OCCNC(=O)c2ccc(C)cc2)cc1,3.3%,6.0%,1.7%,-9.2%,-4.6,-0.8%,0.0%,-21.7%,2.3
S=C(Nc1ccccc1Cl)N(CCCN1CCOCC1)Cc1ccccn1,2.7%,-9.1%,5.0%,-0.2%,-1.6,6.0%[57.1 µM],6.9%,0.5%,-9.3
CCc1ccccc1N(CC(=O)NCc1ccco1)C(=O)c1snc(C(N)=O)c1N,0.9%,-2.1%,4.2%,-6.9%,-12.5,-12.0%[57.1 µM],3.1%,-17.5%,-1.7
CC(C)Cn1cc(-c2cncc3nccn23)cn1,nt,0.6%,nt,-0.9%,-4.9,nt,nt,nt,-3.1
Cc1ccc(S(=O)(=O)N2CCC(=O)N(CCO)CC2)cc1,2.0%,-0.6%,4.4%,0.7%,-3.2,4.1%,3.2%,-11.8%,2.5
O=C(O)c1cc(-c2ccccc2)n(-c2ccc(Cl)cc2Cl)n1,-4.2%,2.0%,12.7%,2.5%,-1.3,11.1%[57.1 µM],10.5%,?,-9.5

# Copied from the list:
# Vif-APOBEC3F blk with O=C(NCc1ccco1)C(Cc1ccccc1)N1C(=O)c2ccccc2C1=O (configuration not stated) stands at 2.9%
# USP1 inh with CC(C)Cc1csc(NC(=O)c2ccc(Cl)cc2)c1C(=O)O stands at -10.0%
